HTT ATP protect: qHTS Multiplex Assay to Identify Dual Action Probes in a Cell Model of Huntington: Cytoprotection (ATP); PC12 HTT-Q103 induced, cytoprotection, ATP luminescence, 40 h; Potency, µM (highest dose often 56.4 µM), for inactives: cytoprotection (ATP increase), most hits filed as activators; 230,000 compounds, 0.14% hits;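 also: % of control where 0% means no effect; nearly all actives have a fitted effect of over 45% in size; toxic huntingtin expression switched on by the ecdysone agonist tebufenozide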
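Compounds were screened for protection of PC12 cells against cell death after tebufenozide induction (100 nM final) of mutant Huntingtin exon 1 (Q103) fused to GFP.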
Tau fluor counter: Counterscreen qHTS for Inhibitors of Tau Fibril Formation, Fluorescence Polarization; tau K18 P301L Alexa594 fluorescence, heparin fibrillization; Potency, µM (doses to about 57.7 µM), without a hit: at the top dose activity change, negative = decrease; 280,000 compounds, 0.93% hits; also: % is scaled to controls: 0 for no effect and ±100 for the full control effect; nearly all actives have a fitted effect of over 55% in size
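Human tau K18 P301L (15 uM unlabeled, 0.24 uM Alexa 594-labeled) in 100 mM sodium acetate pH 7 with 20 uM heparin, 6 hr at 37 C. ThT 30 uM added, 1 hr ambient; Alexa 594 FP and total fluorescence read at 555/632 nm.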
aGlu spleen mod: qHTS Assay for Inhibitors and Activators of Human alpha-Glucosidase From Spleen Homogenate | Lysosomal alpha-glucosidase (Homo sapiens), P10253 | Potency, µM (series often up to 79.9 µM), without a hit: at the top dose activity change, negative = inhibition, actives largely listed as inhibitors | human spleen homogenate, 4-MU-alpha-glucoside fluorescence | 240,000 compounds, 0.006% hits;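 also: 0% = enzyme with vehicle and -100% = no enzyme basal signal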
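Human spleen homogenate (1 ug) incubated with compounds and 1 mM 4-methylumbelliferyl-alpha-D-glucopyranoside in pH 5.0 citrate/phosphate buffer, 37 C, 40 min. Stopped at pH 10; 4-MU fluorescence (Ex 365/Em 440 nm); AC50 by Hill fit.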
Tau ThT inhib: qHTS for Inhibitors of Tau Fibril Formation, Thioflavin T Binding; recombinant tau K18 P301L (four-repeat tau fragment), heparin-induced fibrillization, ThT fluorescence; 270,000 compounds, 2.1% hits; Microtubule-associated protein tau (Homo sapiens), P10636; Potency, µM (series often up to 57.4 µM), for inactives: at the top dose activity, negative = inhibition, usual class: inhibitors; also: % is scaled to controls: 0 for no effect and ±100 for the full control effect; nearly all actives have a fitted effect of over 55% in size
Target sequence (P10636 561-689 P618L limits assumed): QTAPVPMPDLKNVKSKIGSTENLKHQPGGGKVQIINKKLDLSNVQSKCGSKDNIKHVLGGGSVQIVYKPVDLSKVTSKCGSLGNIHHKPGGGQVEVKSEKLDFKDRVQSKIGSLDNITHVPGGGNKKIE
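Recombinant human tau K18 fragment […] carrying P301L, 15 uM unlabeled plus 0.24 uM Alexa 594-labeled, was fibrillized with 20 uM heparin in 100 mM sodium acetate pH 7 for 6 hr at 37 C; 30 uM ThT fluorescence read after 1 hr.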
Tau FP inhib: qHTS for Inhibitors of Tau Fibril Formation, Fluorescence Polarization | 280,000 compounds, 0.39% hits | K18 P301L tau heparin fibrillization, Alexa594 FP, 6 h | Potency, µM (series often up to 57.7 µM), for inactives: at the highest dose activity, negative = inhibition, hits mostly inhibitors; also: % is scaled to controls: 0 for no effect and ±100 for the full control effect; nearly all actives have a fitted effect of over 55% in size
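K18 P301L tau (15 uM unlabeled/0.24 uM Alexa 594-labeled, final) + compound + heparin 20 uM final; 100 mM NaOAc pH 7; 6 hr 37 C; ThT 30 uM final added, 1 hr RT; FP ex 555/em 632 nm.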
GAA inh: qHTS Assay for Inhibitors of Human alpha-Glucosidase as a Potential Chaperone Treatment of Pompe Disease; purified human GAA, 4-MU-alpha-glucoside fluorescence; 200,000 compounds, 0.005% hits; Potency, µM (highest dose often 76.9 µM), without a hit: top-dose activity change, negative = inhibition, usual class: inhibitors; Lysosomal alpha-glucosidase (Homo sapiens), P10253;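 also: plate controls were uninhibited enzyme wells for no effect and no-enzyme background for full effect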
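Human alpha-glucosidase, 4 nM, pre-mixed with test compounds before 400 uM 4-methylumbelliferyl substrate; 20 min room temperature at pH 5.0. Fluorescence read after pH 10 stop; AC50 values from Hill-equation fits.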
aGal spleen mod: qHTS Assay for Inhibitors and Activators of Human alpha-Galactosidase From Spleen Homogenate | Potency, µM (top dose mostly 80 µM), for inactives: at the top dose activity change, negative = inhibition, actives largely listed as inhibitors | human spleen homogenate, 4MU-alpha-Gal fluorescence, 40 min | Alpha-galactosidase A (Homo sapiens), P06280 | 240,000 compounds, 0.008% hits;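 also: 0% = enzyme with vehicle and -100% = no enzyme basal signal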
Target sequence (P06280 32-429 limits assumed): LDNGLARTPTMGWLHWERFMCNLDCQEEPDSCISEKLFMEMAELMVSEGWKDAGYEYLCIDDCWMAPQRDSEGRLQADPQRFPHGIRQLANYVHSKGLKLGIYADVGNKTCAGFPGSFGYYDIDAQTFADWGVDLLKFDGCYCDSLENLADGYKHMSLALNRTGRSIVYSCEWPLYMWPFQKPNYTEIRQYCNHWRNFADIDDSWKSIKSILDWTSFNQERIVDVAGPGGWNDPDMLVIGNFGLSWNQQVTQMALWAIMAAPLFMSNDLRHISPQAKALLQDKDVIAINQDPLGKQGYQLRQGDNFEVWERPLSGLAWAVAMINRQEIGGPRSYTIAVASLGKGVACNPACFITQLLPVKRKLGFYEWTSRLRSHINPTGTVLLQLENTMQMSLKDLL
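Inhibition or activation of alpha-galactosidase in human spleen homogenate is scored by 4-MU fluorescence after 40 min at 37C, pH 5.0, with 1 mM substrate. AC50s come from concentration-response fitted to the Hill equation.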
GAA glycogen mod: qHTS Assay for Inhibitors and Activators of Human alpha-Glucosidase Cleavage of Glycogen | recombinant GAA, glycogen substrate, Amplex Red glucose oxidase fluorescence | AID 2100, 2009 | Potency, µM (top dose mostly 76.4 µM), inactives show at the highest dose activity change, negative = inhibition, usual class: inhibitors | Lysosomal alpha-glucosidase (Homo sapiens), P10253 | 300,000 compounds, 0.38% hits;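 also: 0% = full enzyme reaction and -100% = no-enzyme basal signal; the screen sought inhibitors and activators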
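Natural-substrate format: glycogen cleavage by 4 nM human enzyme, glucose read by Amplex Red coupling (Ex 573, Em 610 nm). Normalized to enzyme and no-enzyme controls.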
* hit, by the source's call; u = inconclusive; x = not tested or not shown; & = joins results of further samples; [ ] = remark or other dose. Calls follow the shape of the dose curve; as a rule, active = well fitted curve in the direction sought with a large enough effect; inconclusive = small, poorly fitted or top-dose-only effect, or another doubt; inactive = no such curve, though single readings can be large; an effect the other way counts as inactive or inconclusive. Potency is read from the fitted curve at half-maximal effect.

Start of the listing, in advance:
item	canonical_smiles	HTT ATP protect	Tau fluor counter	aGlu spleen mod	Tau ThT inhib	Tau FP inhib	GAA inh	aGal spleen mod	GAA glycogen mod
1	O=C(COc1ccccc1)Nc1ccc2c(c1)nc1n2CCSC1	-19%[0.074 µM]	-15%	3%	u	-16%	2%	10%	-2%
2	COc1ccc(-n2cc(-c3ccccc3)c3c(=O)[nH]cnc32)cc1	16%[10 µM]	-24%	4%	u	-4%	-6%	9%	1%

Results, from the first entry:
item	canonical_smiles	HTT ATP protect	Tau fluor counter	aGlu spleen mod	Tau ThT inhib	Tau FP inhib	GAA inh	aGal spleen mod	GAA glycogen mod
1	O=C(COc1ccccc1)Nc1ccc2c(c1)nc1n2CCSC1	-19%[0.074 µM]	-15%	3%	u	-16%	2%	10%	-2%
2	COc1ccc(-n2cc(-c3ccccc3)c3c(=O)[nH]cnc32)cc1	16%[10 µM]	-24%	4%	u	-4%	-6%	9%	1%
3	O=C(NNC(=S)NCCc1ccccc1)c1ccc(Br)s1	24%	-21%	9%	-9%	u	-2%	9%	35µM*
4	CO/N=C(\C)CCN1CCc2nc(-c3ccccc3)c(-c3ccccc3)cc2C1	-3%[10 µM]	-2%[11.6 µM]	-4%[17.4 µM]	-6%[11.5 µM]	u	x	9%[17.5 µM]	x
5	O=C(NCCC1=CCCCC1)NC1CCCCC1	-28%[10 µM]	4%	6%	-1%	3%	1%	1%	-1%
6	COc1ccc(/C=C(/NC(=O)c2ccc([N+](=O)[O-])cc2)C(=O)NC(C)(C)C)cc1	-50%[inhibitor]	-1%	1%	-3%	2%	-5%	3%	-3%
7	Cc1nnc(-c2ccccc2)o1	-8%[10 µM]	5%	4%	9%	-2%	-8%	11%	-9%
8	Cc1ccc(NC(=O)CSC2=NCCN2)cc1	-2%[1.9 µM]	0%	-2%	2%	6%	u	2%	-10%
9	Cc1ccc(S(=O)(=O)NCc2ccncc2)cc1	-6%	-6%	5%	-2%	-5%	-1%	2%	9%
10	Cc1nc2ccccn2c1-c1ccnn1S(=O)(=O)c1ccc(F)cc1	-8%[10 µM]	-17%	-10%	-16%	0%	-11%	-1%	2%
11	Cc1ccc(NC(=O)c2cc(N3C(=O)C4CC=CCC4C3=O)ccc2N2CCCCC2)cc1 (configuration not stated)	-7%	1%	-2%	-4%	1%	-4%	7%	2%
12	Cc1nc(-c2ccc(NS(C)(=O)=O)cc2)cs1	-26%[0.074 µM]	-1%	-16%	-8%	-4%	4%	-2%	3%
13	CC1(C)CC(=O)c2c(noc2-c2ccccc2)C1	-5%	-21%	0%	-11%	-2%	-11%	-1%	0%
14	NC(=O)CC(NC(=O)c1ccccc1)c1ccc(NCCc2ccc(F)cc2)c([N+](=O)[O-])c1 (configuration not stated)	8%[10 µM]	-15%	1%	-17%	-14%	x	-9%	2%
15	Cc1cccc(N2CCN(Cc3oc(CO)cc(=O)c3O)CC2)c1C	-10%	-1%	-2%	-5%	4%	-7%	5%	-15%
16	CCOc1ccccc1N(C(=O)CNC(=O)c1ccco1)C(C(=O)NC(C)(C)C)c1ccncc1 (configuration not stated)	-14%	3%	-4%	-6%	-2%	-3%	-1%	-16%

3 entries from above, arranged by the value under aGlu spleen mod, high to low:
| no. | SMILES | aGlu spleen mod | Tau ThT inhib | Tau FP inhib | GAA inh | aGal spleen mod |
| --- | --- | --- | --- | --- | --- | --- |
| 5 | O=C(NCCC1=CCCCC1)NC1CCCCC1 | 6% | -1% | 3% | 1% | 1% |
| 2 | COc1ccc(-n2cc(-c3ccccc3)c3c(=O)[nH]cnc32)cc1 | 4% | u | -4% | -6% | 9% |
| 15 | Cc1cccc(N2CCN(Cc3oc(CO)cc(=O)c3O)CC2)c1C | -2% | -5% | 4% | -7% | 5% |

(next part)
item	canonical_smiles	HTT ATP protect	Tau fluor counter	aGlu spleen mod	Tau ThT inhib	Tau FP inhib	GAA inh	aGal spleen mod	GAA glycogen mod
17	c1ccc(N2CCOCCOCCOCCOCC2)cc1	15%[10 µM]	12%	0%	6%	3%	x	-1%	1%
18	CCOc1ccccc1Nc1nnc(SCC(=O)N2CCCC2)s1	3%	-1%	-11%	-1%	2%	-3%	-5%	0%
19	NC(=O)CC(NC(=O)Cc1cccc2ccccc12)c1ccc(NC2CCCCCCC2)c([N+](=O)[O-])c1 (configuration not stated)	-7%[10 µM]	-21%	2%	u	3%	x	6%	3%
20	O=C(Nc1csc([N+](=O)[O-])c1)Nc1c(Cl)cccc1Cl	16%[10 µM]	-26%	0%	x	0%	x	-10%	5%
21	O=C1/C(=C\c2ccc(Br)o2)SC(=Nc2ccccc2)N1c1ccccc1	-29%	-21%	-16%	-13%	5%	0%	2%	9%
22	Cc1ccc(S(=O)(=O)NNC(=O)c2csnn2)cc1	-2%[10 µM]	11%	-3%	-1%	4%	-9%	5%	u
23	Cn1c(CSCc2ccccc2Cl)n[nH]c1=S	-14%	9%	0%	7%	4%	13%	-4%	-8%
24	Cn1c(=O)c2c(nc(N3CCCCC3)n2CCCNC2=NCCCC2)n(C)c1=O	6%[10 µM]	1%	-2%	-8%	-4%	-3%	5%	-2%
25	CCN(C(=O)C(NS(=O)(=O)c1ccc(Br)s1)c1ccccc1)c1ccc(C)c(C)c1 (configuration not stated)	x	-12%	x	-17%	6%	x	x	-2%[76.3 µM]
26	CCOC(=O)CN1C(=O)C(O)=C(C(C)=O)C1c1ccc(F)cc1 (configuration not stated)	-6%[0.074 µM]	0%	-1%	-4%	-5%	-3%	0%	-10%
27	CCOC(=O)c1cc2c(ccn2C)n1CC(=O)N(C)C	1%[10 µM]	-1%	-3%	0%	2%	2%	6%	-4%
28	O=C(/C=C/c1ccc([N+](=O)[O-])cc1)Nc1ncc([N+](=O)[O-])s1	-23%	u	-2%	3.5µM*	10%	-2%	-3%	6%
29	COc1ccc(-c2nc(-c3ccccc3)c(NCc3ccccc3)o2)cc1	-16%	7%	6%	-1%	11%	x	7%	x
30	C=C(C)Cn1c(Sc2nnc(C)s2)nc2c1c(=O)[nH]c(=O)n2C	-41%[inhibitor]	2%	3%	2%	2%	-9%[15.4 µM]	3%	-12%
31	CCC(C)SCc1nc2ccccc2[nH]1 (configuration not stated)	6%	-5%	-5%	-7%	-12%	5%	3%	5%
32	CCCn1c(SCC(=O)Nc2cccc(S(=O)(=O)N(C)C)c2)nc2ccccc2c1=O	7%[10 µM]	u	0%	2%	u	x	4%	0%
33	C=CC[C@@H]1C=C[C@H](O/N=C(\C)CCN2CCc3nc(CC)c(CC)cc3C2)[C@H](CO)O1	-2%[10 µM]	-8%[11.6 µM]	-2%[17.4 µM]	-1%[11.5 µM]	-7%[11.6 µM]	x	-16%[17.5 µM]	x
34	O=C(CN1CCCC1)Nc1cc(C(F)(F)F)cc(C(F)(F)F)c1	-16%[10 µM]	7%	7%	11%	1%	x	9%	3%
35	CCOC(=O)NC(C)N1C(=O)C2C3C=CC(C3)C2C1=O (configuration not stated)	-14%	-5%	2%	-1%	-10%	-1%	4%	-1%
36	COc1ccc(-c2cc(C(F)(F)F)nc(SCC(=O)Nc3cc(C)on3)n2)cc1OC	-1%[10 µM]	-28%	8%	-11%	-17%	u	27%	-1%
37	CC(C)c1ccc(N=C(N)N=C(N)N)cc1	-2%	0%	3%	2%	2%	-5%	4%	-2%
38	CC(=O)OCC(=O)Nc1ccc(C(C)=O)cc1	-9%	-4%	-1%	-5%	-2%	-2%	6%	-8%
39	O=C(COC(=O)CCc1nc2ccccc2c(=O)[nH]1)Nc1ccc(Cl)cn1	-2%[10 µM]	-24%	4%	u	4%	x	0%	8%
40	O=C(C1COc2ccccc2O1)N1CCCC1 (configuration not stated)	6%	-9%	-7%	-8%	-5%	-9%	-1%	5%
41	FC(F)(F)c1ccccc1-n1c(-c2cnccn2)n[nH]c1=S	4%[10 µM]	-10%	-2%	-12%	-8%	x	5%	-7%
42	O=[N+]([O-])c1cccc2c(Br)[nH]nc12	-34%[inhibitor]	-8%&-16%&-14%&-11%	-13%&-15%&5%&2%&-1%	u	-3%&8%&4%&5%	x	1%&-11%&-15%&0%&-2%	x
43	Cc1ccc(NC(=O)CSCC(=O)O)c(C)c1	9%	5%	-2%	3%	3%	-2%	3%	3%
44	Cc1ccc(C(=O)N/N=C/c2ccc(S(=O)(=O)O)o2)c(Cl)c1	22%	-6%	-1%	6%	4%	-5%	-14%	-1%
45	COc1ccc(C(=O)NCC(=O)OCC(=O)c2ccc(Cl)cc2)cc1OC	-12%	-7%	0%	-6%	6%	8%	1%	21%
46	CC(C)c1cc(C(=O)Nc2cccc(Cl)c2)no1	3%	-14%	3%	-9%	0%	-4%	-1%	-2%
47	CN(C)c1ccc(NC(=O)Cn2c(=O)n(Cc3ccccc3)c(=O)c3ccccc32)cc1	-40%[inhibitor]	18µM*[quencher]	-8%	u	4%	1%	-11%	-10%
48	COc1cc(C2C(N3C(=O)c4ccccc4C3=O)C(=O)N2c2ccc(C)c(C)c2)cc(OC)c1OC (configuration not stated)	-3%[10 µM]	-27%	-9%	-18%	6%	-2%	-5%	9%
49	CN1CCN(CCCNC(=O)c2nnc(Cc3c(F)cccc3Cl)o2)CC1	5%	2%	-2%	0%	4%	-1%	3%	-6%
50	O=S(=O)(Cc1ccc(Cl)cc1)NCC1CCCO1 (configuration not stated)	1%	-5%	-2%	-8%	-4%	-13%	2%	5%
